Assay outcomes from PubChem.
D2 potentiator: HTS Assay for Positive Allosteric Modulators of the Human D2 Dopamine Receptor: Primary Screen for Potentiators | AID 485347, 2010 | 0.34% of 340,000 active | D(2) dopamine receptor (Homo sapiens), P14416 | HEK293 T-REx D2, calcium flux, EC20 dopamine potentiation | potentiation, % at 10 µM;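 active means potentiation over 3 SD above the plate norm, cut at about 30% in these data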; further: 0% is about no effect
Target sequence (P14416 whole entry, looked up): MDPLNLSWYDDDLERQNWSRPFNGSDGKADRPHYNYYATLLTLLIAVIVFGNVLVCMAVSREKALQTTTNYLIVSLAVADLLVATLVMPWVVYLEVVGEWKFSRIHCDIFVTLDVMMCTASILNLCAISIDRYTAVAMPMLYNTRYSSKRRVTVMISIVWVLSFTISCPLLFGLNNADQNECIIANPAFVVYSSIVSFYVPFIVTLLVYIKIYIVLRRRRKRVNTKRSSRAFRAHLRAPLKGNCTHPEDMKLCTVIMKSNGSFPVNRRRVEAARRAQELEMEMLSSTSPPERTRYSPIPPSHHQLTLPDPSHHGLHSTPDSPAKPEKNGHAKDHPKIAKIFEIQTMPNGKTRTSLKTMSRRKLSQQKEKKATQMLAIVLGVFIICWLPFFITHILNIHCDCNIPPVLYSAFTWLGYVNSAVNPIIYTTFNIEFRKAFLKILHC
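Tetracycline-induced HEK293 T-REx cells force-coupled to calcium signalling expressed D2; compounds were pin-added after a 10 s baseline, read kinetically 180 s, then an EC20 dopamine challenge followed with a further 180 s calcium read.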
D2 agonist: HTS Assay for Allosteric Agonists of the Human D2 Dopamine Receptor: Primary Screen for Agonists | D(2) dopamine receptor (Homo sapiens), P14416 | HEK293 T-REx D2 cells, calcium flux agonist mode | activation, % at 2 µM | 0.53% of 340,000 active | AID 485358, 2010;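 active means activation over 3 SD above normal in the single-dose calcium agonist read, cut at about 30% in these data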; further: 0% is about no effect
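Tetracycline-induced HEK293 Trex cells with D2 receptor force-coupled to calcium signaling, plated overnight at 30 C and loaded with no-wash calcium dye. Calcium flux read kinetically for 180 s after compound addition; responses flag agonists.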
D1 ag: Allosteric Agonists of the Human D1 Dopamine Receptor: qHTS | D(1A) dopamine receptor (Homo sapiens), P21728 | HEK293 T-REx D1 cells, calcium flux, agonist mode | activation, % at 2 µM | 1% of 360,000 active | AID 504660, 2011; further: 0% is about no effect
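Agonism was scored from calcium flux recorded over 180 s (1 read/s) after pintool compound addition, following a 10-cycle baseline. Cells were inducible force-coupled HEK293 TREx D1, plated overnight at 30 C and loaded with no-wash calcium dye.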
RXFP1 antag: qHTS Assay for Antagonists of the Relaxin Receptor RXFP1; HEK293-RXFP1, relaxin-stimulated cAMP HTRF, 30 min; hits give low values; activity change, negative = inhibition, % at 57.5 µM; 0.59% of 350,000 active;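 active means activity change of -60% or lower, but not beyond a set lower limit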; further: on the % scale 0 is the no-effect control and ±100 the full control effect
TRHR PAM: qHTS for Small Molecule Agonists and Allosteric Enhancers of Human TRH Receptor: Primary Screen for Enhancers; enhancement, % at 2 µM; 0.66% of 360,000 active; Thyrotropin-releasing hormone receptor (Homo sapiens), P34981; TRHR cells, fluo-8 calcium fluorescence, EC20 TRH enhancement; in the data active means enhancement above about 30%; further: 0% is about no effect
Target sequence (P34981 whole entry, looked up): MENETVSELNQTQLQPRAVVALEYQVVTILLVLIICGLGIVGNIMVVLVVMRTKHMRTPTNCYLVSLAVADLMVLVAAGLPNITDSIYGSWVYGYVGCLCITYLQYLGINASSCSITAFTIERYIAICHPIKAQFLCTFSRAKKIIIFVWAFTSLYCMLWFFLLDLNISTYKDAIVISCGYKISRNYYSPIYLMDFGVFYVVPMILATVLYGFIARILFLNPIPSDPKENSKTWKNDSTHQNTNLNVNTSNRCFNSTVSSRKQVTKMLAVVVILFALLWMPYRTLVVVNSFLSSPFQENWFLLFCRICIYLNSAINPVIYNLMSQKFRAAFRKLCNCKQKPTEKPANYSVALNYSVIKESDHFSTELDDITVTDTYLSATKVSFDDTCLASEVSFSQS
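Enhancer read-out: after compound pinning and an initial kinetic agonist-mode read, an EC20 of TRH (10 nM final) was injected and fluo-8 calcium signal (Ex 480/Em 530) followed at 1 s/cycle for 100 cycles in TRHR-expressing cells.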
D1 potentiator: Potentiators of Human D1 Dopamine Receptor: qHTS; HEK293 TREx D1 cells, calcium flux, dopamine EC20 potentiation; D(1A) dopamine receptor (Homo sapiens), P21728; 0.036% of 360,000 active; potentiation, % at 10 µM; in the data active means potentiation above about 30%; further: 0% is about no effect
D1 antag: Antagonist of Human D 1 Dopamine Receptor: qHTS; D(1A) dopamine receptor (Homo sapiens), P21728; HEK293 TREx D1 cells, calcium flux, dopamine EC80; hits give low values; activity change, negative = inhibition, % at 10 µM; 3.2% of 360,000 active; in the data active means activity change below about -30%; further: on the % scale 0 is the no-effect control and ±100 the full control effect
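Inducible Hek293 Trex D1 cells (tetracycline, overnight, 30 C). Calcium dye 30–90 min RT. Antagonist mode: EC80 dopamine added after 180 s compound read.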
TRHR agonist: qHTS for Small Molecule Agonists and Allosteric Enhancers of Human TRH Receptor: Primary Screen for Agonists; AID 493084, 2011; activation, % at 2 µM; Thyrotropin-releasing hormone receptor (Homo sapiens), P34981; TRHR cells, calcium flux fluo-8, FDSS agonist mode; 0.18% of 360,000 active; further: 0% is about no effect
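In this calcium-flux screen, cells bearing human TRHR are dye-loaded with fluo-8, baselined for 10 cycles, then exposed to library compounds; positive kinetic calcium responses during the agonist phase mark hits, with TRH as control.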
D2 antag: HTS Assay for Allosteric Antagonists of the Human D2 Dopamine Receptor: Primary Screen for Antagonists; D(2) dopamine receptor (Homo sapiens), P14416; HEK293 TREx D2 cells, calcium flux, dopamine EC80; inhibition, % at 10 µM; 2% of 340,000 active; AID 485344, 2010; in the data active means inhibition above about 30%; further: 0% is about no effect
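Dopamine at EC80 is the agonist stimulus; test compounds precede it by 180 s. Calcium flux read kinetically in a force-coupled, inducible HEK293 T-REx D2 cell line.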
Numbers without * were called inactive; & = joins results of further samples. Unless noted, no stated cut-off is given here; in the data, active means activation above about 30%; inactive means the rest.

How did O=C(Nc1cccnc1)NC1CCCCC1 do in these assays?
D2 potentiator: 2; D2 agonist: -0.2; D1 ag: 1; RXFP1 antag: -2; TRHR PAM: 6; D1 potentiator: -2; D1 antag: 7; TRHR agonist: -0.1; D2 antag: -5

What do the screens show for `Cc1ccc(-c2nn(Cc3ccccc3)cc2/C=C/C(=O)O)cc1C`?
D2 potentiator: -5; D2 agonist: 0.4; D1 ag: 3; RXFP1 antag: -21; TRHR PAM: -7; D1 potentiator: 7; D1 antag: -1; TRHR agonist: 0.3; D2 antag: -16

What do the screens show for `Cc1cc(/C=C2\SC(N)=NC2=O)c(C)n1-c1ccccc1`?
D2 potentiator: -12; D2 agonist: 0.7; D1 ag: 1; RXFP1 antag: -6; TRHR PAM: -8; D1 potentiator: -12; D1 antag: 10; TRHR agonist: -0.6; D2 antag: -14

How did N#Cc1cccc(NS(=O)(=O)c2ccc(S(=O)(=O)N3CCOCC3)cc2)c1 do in these assays?
D2 potentiator: 13; D2 agonist: -0.2; D1 ag: 3; RXFP1 antag: -2; TRHR PAM: 5; D1 potentiator: -1; D1 antag: 12; TRHR agonist: -0.1; D2 antag: 10

How did COc1ccccc1/C=C(/C(=O)NCCCn1ccnc1)c1ccccc1 do in these assays?
D2 potentiator: 4; D2 agonist: -1.2; D1 ag: 0; RXFP1 antag: -1; TRHR PAM: -1; D1 potentiator: -2; D1 antag: 0; TRHR agonist: 0.0; D2 antag: 15

How did Cc1cccn2c(CNCCCn3ncc4ccccc43)c(C(=O)N3CCCCC3)nc12 do in these assays?
D2 potentiator: -23; D2 agonist: 0.2; D1 ag: -1; RXFP1 antag: -6; TRHR PAM: -4; D1 potentiator: -1; D1 antag: -18; TRHR agonist: 0.5; D2 antag: 29

Results for O=C(COC(=O)COc1ccccc1)Nc1ccc(OC(F)(F)F)cc1 ?
D2 potentiator: 14; D2 agonist: -0.1; D1 ag: 1; RXFP1 antag: 3; TRHR PAM: -2; D1 potentiator: 0; D1 antag: -6; TRHR agonist: -0.6; D2 antag: -11

How did O=C(/C=C/c1ccc(S(=O)(=O)N2CCOCC2)cc1)NCc1ccccc1 do in these assays?
D2 potentiator: 13; D2 agonist: 0.6; D1 ag: 1; RXFP1 antag: 4; TRHR PAM: 2; D1 potentiator: -11; D1 antag: 14; TRHR agonist: -0.3; D2 antag: 6

What do the screens show for `O=C(CN1C(=O)NC2(CCCC2)C1=O)N1CCN(c2ccccc2Cl)CC1`?
D2 potentiator: -12; D2 agonist: -0.1; D1 ag: -1; RXFP1 antag: -9; TRHR PAM: -15; D1 potentiator: -2; D1 antag: 4; TRHR agonist: -0.4; D2 antag: -10

What do the screens show for `CCCNC(=O)CN1C(=O)NC(CC)(c2ccc(F)cc2)C1=O` (stereo not drawn)?
D2 potentiator: 2; D2 agonist: -0.7; D1 ag: 2; RXFP1 antag: 1; TRHR PAM: -7; D1 potentiator: -3; D1 antag: 1; TRHR agonist: 1.1; D2 antag: -3

How did CCSc1nc(-c2ccccc2)nc2c1Cc1c(CO)cnc(C)c1O2 do in these assays?
D2 potentiator: -6; D2 agonist: 1.0; D1 ag: -1; RXFP1 antag: 3; TRHR PAM: 0; D1 potentiator: 3; D1 antag: 3; TRHR agonist: 0.3

How did CN1C(=O)[C@@H]2[C@@H]3C[C@@H]([C@H]4ON=C(c5ccc(Cl)cc5Cl)[C@@H]34)[C@@H]2C1=O do in these assays?
D2 potentiator: 0; D2 agonist: -1.2; D1 ag: 6; RXFP1 antag: 18; TRHR PAM: 2; D1 potentiator: -2; D1 antag: -3; TRHR agonist: -0.7; D2 antag: -4

How did COc1ccc(-c2ccc(-c3noc(-c4cc(OC)cc(OC)c4)n3)c(OC)n2)cc1 do in these assays?
D2 potentiator: -6; D2 agonist: 0.5; D1 ag: 2; RXFP1 antag: -16; TRHR PAM: 3; D1 potentiator: -5; D1 antag: -3; TRHR agonist: -0.5

Results for Cc1c(C(=O)NCc2cccc(F)c2)oc2c1-c1[nH]ncc1CC2 ?
D2 potentiator: -4; D2 agonist: -1.1; D1 ag: 0; RXFP1 antag: -13; TRHR PAM: 2; D1 potentiator: 0; D1 antag: 8; TRHR agonist: -0.4

Results for COc1ccc2c(c1)N(C)/C(=C/c1cccc[n+]1C)S2 ?
D2 potentiator: 4; D2 agonist: 0.4; D1 ag: 3; RXFP1 antag: -6; TRHR PAM: 22; D1 potentiator: 10; D1 antag: 16; TRHR agonist: -0.8; D2 antag: 0

How did COc1ccc(C2c3ccc(O)cc3Oc3ncn4nc(-c5ccccn5)nc4c32)cc1OC (stereo not drawn) do in these assays?
D2 potentiator: 3; D2 agonist: 0.0; D1 ag: 3; RXFP1 antag: 4; TRHR PAM: 1; D1 potentiator: -4; D1 antag: -2; TRHR agonist: 0.1; D2 antag: -2

What do the screens show for `CC1(C)NC(=O)N(CC(=O)OCC(=O)Nc2cc(S(=O)(=O)N3CCCCCC3)ccc2Cl)C1=O`?
D2 potentiator: 2; D2 agonist: -2.0; D1 ag: 1; RXFP1 antag: 4; TRHR PAM: 5; D1 potentiator: -8; D1 antag: 6; TRHR agonist: -0.8; D2 antag: -5

How did Cn1cc(CCC(=O)NCc2ccc(Cl)cc2)c2ccccc21 do in these assays?
D2 potentiator: -5&-1; D2 agonist: -0.4; D1 ag: 1&-1; RXFP1 antag: -2&-3; TRHR PAM: -8&6; D1 potentiator: -4&-5; D1 antag: 1&-16; TRHR agonist: -0.5&-0.1; D2 antag: 4

What do the screens show for `CCOc1cc(C(c2c(C)[nH][nH]c2=O)c2c(C)[nH][nH]c2=O)ccc1O`?
D1 ag: 2; RXFP1 antag: 12; TRHR PAM: -3; D1 potentiator: -4; D1 antag: 16; TRHR agonist: 2.2

How did O=C(Cc1c[nH]c2ccccc12)NCc1ccc(Cl)cc1Cl do in these assays?
D2 potentiator: 14; D2 agonist: 0.7; D1 ag: 2; RXFP1 antag: -6; TRHR PAM: 3; D1 potentiator: 0; D1 antag: -2; TRHR agonist: -0.1; D2 antag: -2

What do the screens show for `CC(=O)Nc1ccc(S(=O)(=O)N2CCN(c3cnn(C)c(=O)c3Cl)CC2)cc1`?
D2 potentiator: 16; D2 agonist: -0.5; D1 ag: 3; RXFP1 antag: -11; TRHR PAM: 2; D1 potentiator: 5; D1 antag: 18; TRHR agonist: 0.9; D2 antag: 4

What do the screens show for `O=C(c1ccc(N2CCCC2)c([N+](=O)[O-])c1)N1CCc2ccccc2C1`?
D2 potentiator: 19; D2 agonist: 0.0; D1 ag: 0; RXFP1 antag: -18; TRHR PAM: -5; D1 potentiator: -7; D1 antag: -13; TRHR agonist: -0.3; D2 antag: 10

Results for O=C(CSc1cn(CCNC(=O)c2ccccc2F)c2ccccc12)NCC1CCCO1 (stereo not drawn) ?
D2 potentiator: 1; D2 agonist: 0.0; D1 ag: 3; RXFP1 antag: -3; TRHR PAM: -7; D1 potentiator: 0; D1 antag: -27; TRHR agonist: 0.1; D2 antag: -6

Results for CC/C(=N\O)c1ccc(OC)c(OC)c1 ?
D2 potentiator: 3; D2 agonist: 0.2; D1 ag: 2; RXFP1 antag: -5; TRHR PAM: -1; D1 potentiator: 0; D1 antag: 17; TRHR agonist: -0.1; D2 antag: 25

Brought forward from above: 2 entries; new compounds follow.
Results for O=C(CSc1cn(CCNC(=O)c2ccccc2F)c2ccccc12)NCC1CCCO1 (stereo not drawn) ?
D2 potentiator: 1; D2 agonist: 0.0; D1 ag: 3; RXFP1 antag: -3; TRHR PAM: -7; D1 potentiator: 0; D1 antag: -27; TRHR agonist: 0.1; D2 antag: -6

Results for CC/C(=N\O)c1ccc(OC)c(OC)c1 ?
D2 potentiator: 3; D2 agonist: 0.2; D1 ag: 2; RXFP1 antag: -5; TRHR PAM: -1; D1 potentiator: 0; D1 antag: 17; TRHR agonist: -0.1; D2 antag: 25

Results for CC(OC(=O)CCN1C(=O)C2CC=CCC2C1=O)C(=O)Nc1cccc(C#N)c1 (stereo not drawn) ?
D2 potentiator: 11; D2 agonist: 0.2; D1 ag: 10; RXFP1 antag: -9; TRHR PAM: 3; D1 potentiator: -3; D1 antag: -8; TRHR agonist: 0.4; D2 antag: 4

What do the screens show for `O=C(Cc1ncc(C(F)(F)F)cc1Cl)N1CCN(c2cccc(Cl)c2)CC1`?
D2 potentiator: -4; D1 ag: 11; RXFP1 antag: 5; TRHR PAM: -2; D1 potentiator: 3; D1 antag: -7; TRHR agonist: 0.1

Results for Cc1ccccc1NC(=O)CCN1CCN(C)CC1 ?
D2 potentiator: -5; D2 agonist: 1.1; D1 ag: 1; RXFP1 antag: 9; TRHR PAM: 3; D1 potentiator: -4; D1 antag: -18; TRHR agonist: 0.8; D2 antag: 21

Results for COc1ccccc1C(=O)OCC(=O)NC(=O)NC1CCCC1 ?
D2 potentiator: 15; D2 agonist: 0.9; D1 ag: 0; RXFP1 antag: -16; TRHR PAM: 2; D1 potentiator: 0; D1 antag: -2; TRHR agonist: -0.4; D2 antag: 21

What do the screens show for `COc1ccccc1NC(=O)CC(c1ccc(F)cc1)c1ccco1` (stereo not drawn)?
D2 potentiator: -3; D2 agonist: 0.0; D1 ag: 1; RXFP1 antag: -2; TRHR PAM: -8; D1 potentiator: -3; D1 antag: -6; TRHR agonist: -1.4; D2 antag: 5

Results for CCOC(=O)C1CCCCN1S(=O)(=O)c1ccc2c(c1)CC(C)N2C(=O)C1CCC1 (stereo not drawn) ?
D2 potentiator: -5; D2 agonist: 0.2; D1 ag: 7; RXFP1 antag: 9; TRHR PAM: -4; D1 potentiator: -5; D1 antag: -18; TRHR agonist: -0.1; D2 antag: -18

Random excerpt: 3 entries already listed, in no set order.
How did O=C(/C=C/c1ccc(S(=O)(=O)N2CCOCC2)cc1)NCc1ccccc1 do in these assays?
D2 potentiator: 13; D2 agonist: 0.6; D1 ag: 1; RXFP1 antag: 4; TRHR PAM: 2; D1 potentiator: -11; D1 antag: 14; TRHR agonist: -0.3; D2 antag: 6

How did Cc1cccn2c(CNCCCn3ncc4ccccc43)c(C(=O)N3CCCCC3)nc12 do in these assays?
D2 potentiator: -23; D2 agonist: 0.2; D1 ag: -1; RXFP1 antag: -6; TRHR PAM: -4; D1 potentiator: -1; D1 antag: -18; TRHR agonist: 0.5; D2 antag: 29

What do the screens show for `CCOc1cc(C(c2c(C)[nH][nH]c2=O)c2c(C)[nH][nH]c2=O)ccc1O`?
D1 ag: 2; RXFP1 antag: 12; TRHR PAM: -3; D1 potentiator: -4; D1 antag: 16; TRHR agonist: 2.2
